PDI inh: blocks human protein disulfide isomerase activity; inhibition, % at 10 µM; 350,000 compounds, 0.052% hits; P07237; PDI insulin aggregation turbidity, A650, 90 min;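 active means mean inhibition across replicates of 30% or more, whatever share of single replicates reach that level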;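 further: absorbance from insulin aggregation driven by PDI reduction with DTT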
N-glyco inh: blocks N-linked glycosylation in D54 reporter cells; 360,000 compounds, 0.23% hits; reporter increase, % at 12.5 µM; D54 ERlucT glycosylation luciferase reporter, 24 h; percent of 100 nM tunicamycin response; AID 588692;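 active means mean luciferase reporter signal, scaled so untreated is 0 and the glycosylation-blocking control 100, at or above a set limit in every replicate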;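 further: luciferase carries N-glycosylation sites so blocking glycosylation raises the light; 0% = median of neutral control wells and 100% = median of 100 nM tunicamycin wells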
aDG glyco up: alpha-DG glycosylation activation; Pro5-aDG cells, alpha-DG glycosylation AlphaScreen (IIH6); 0% Pro5, 100% B10-LARGE cell signal; activation, % at 10 µM; 360,000 compounds, 0.22% hits;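 active means activation of at least 8% versus controls, or a plate z-score of at least 8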;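 further: Pro5 are CHO cells carrying HIG-tagged alpha-DG that lacks glycosylation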
Vif imaging: blocks HIV Vif function | HEK293T cells, Vif self-association by quenched fluorescence, imaging, 24 h | inhibition, % at 7.49 µM | 340,000 compounds, 0.35% hits | AID 602346; in the data active means inhibition above about 50%, passing the limit was not always enough; further: some results filed as inactive read as strong as hits
Cardio protect: protects H9c2 cardiomyocytes from peroxide injury; H2O2 injury protection, ATPLite, 2 h; 360,000 compounds, 0.63% hits; AID 588492; protection from H2O2 cell death, % at 20 µM;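 active means compounds giving at least 50% protection of heart cells from peroxide-induced death in the single-dose screen, raw or plate-pattern-corrected value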;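 further: 0% = DMSO wells with peroxide and 100% = DMSO wells without peroxide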
CaV13 ICDI inh: Disruptors of the CACNA1D IQ motif to Ca2+-dependent inactivation inhibitor domain association, primary screening, Förster resonance energy transfer in intact living …. HEK cells, CFP/YFP FRET ICDI-IQ, plate reader, 10 min; percent FRET-ratio fall versus neutral wells. inhibition, % at 12.3 µM. 340,000 compounds, 0.098% hits;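 active means mean replicate inhibition of at least 30% and at least 1% of replicates passing that level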;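 further: 0% = median of the neutral control wells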
MC4R barr agon: agonists of human melanocortin 4 receptor (MC4R) beta-arrestin | P32245 | U2OS MC4R beta-arrestin complementation, luminescence; percent of melanotan II response, DMSO zero | activation, % at 8.9 µM | 360,000 compounds, 0.98% hits | AID 540308;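 active means activation above a per-plate cutoff, the mean activation of sample wells on that plate plus 3 SD, cut at about 8% in these data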
ABCB6 inh MLPCN: inhibitors of human ABC transporter ABCB6 | Q9NP58 | K562-ABCB6 porphyrin accumulation, flow cytometry, 1 h; hits give low values | fluorescence ratio to DMSO, % at 10 µM | 360,000 compounds, 0.19% hits;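 active means fluorescence ratio to DMSO below 75%, the collection mean minus 3 SD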;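 further: signal is porphyrin accumulated inside mitochondria; 100% equals median channel fluorescence of DMSO control wells; lower ratio means ABCB6 inhibition with less porphyrin fluorescence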
Target sequence (Q9NP58 whole entry, looked up): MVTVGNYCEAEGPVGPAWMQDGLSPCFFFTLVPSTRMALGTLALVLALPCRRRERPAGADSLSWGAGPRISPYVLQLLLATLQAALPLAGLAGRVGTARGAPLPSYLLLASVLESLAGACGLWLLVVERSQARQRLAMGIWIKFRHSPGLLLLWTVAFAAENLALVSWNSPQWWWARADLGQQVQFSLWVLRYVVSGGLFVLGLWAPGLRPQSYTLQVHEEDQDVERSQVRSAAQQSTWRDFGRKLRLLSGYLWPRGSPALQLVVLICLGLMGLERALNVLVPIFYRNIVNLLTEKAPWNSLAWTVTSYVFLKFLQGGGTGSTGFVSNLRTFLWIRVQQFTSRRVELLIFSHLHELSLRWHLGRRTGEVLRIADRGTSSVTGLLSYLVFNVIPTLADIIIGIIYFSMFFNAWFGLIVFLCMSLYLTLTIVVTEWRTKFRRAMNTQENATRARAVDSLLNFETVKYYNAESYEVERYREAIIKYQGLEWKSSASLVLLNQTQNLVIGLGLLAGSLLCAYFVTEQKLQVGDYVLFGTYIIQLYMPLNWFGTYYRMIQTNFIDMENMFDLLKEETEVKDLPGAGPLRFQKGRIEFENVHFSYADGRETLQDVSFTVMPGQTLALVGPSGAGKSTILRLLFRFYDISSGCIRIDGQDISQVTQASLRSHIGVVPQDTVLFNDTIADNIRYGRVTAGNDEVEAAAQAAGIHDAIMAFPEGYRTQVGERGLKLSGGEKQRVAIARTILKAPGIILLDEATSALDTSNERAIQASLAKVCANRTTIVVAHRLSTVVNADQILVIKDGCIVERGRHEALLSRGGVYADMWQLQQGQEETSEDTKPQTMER
HTR2A ag: mouse HTR2A agonism via beta-arrestin recruitment; activation, % at 7.6 µM; AID 624169; CHO-K1 mHTR2A beta-arrestin complementation, luminescence; percent of 30 µM serotonin response; 360,000 compounds, 0.66% hits;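 active means activation above a run cutoff, the mean activation of all tested compounds plus 3 SD, cut at about 14% in these data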;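 further: 0% = plate median of compound wells and 100% = 30 µM serotonin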
MC4R antagonist: antagonists of human melanocortin 4 receptor (MC4R); P32245; MC4R-expressing cells, MTII-stimulated cAMP, LANCE TR-FRET; inhibition, % at 6.5 µM; 360,000 compounds, 0.48% hits;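 active means inhibition above its plate's cutoff, the mean of tested wells on that plate plus 3 SD, cut at about 29% in these data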;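 further: 0% = Melanotan II alone and 100% = Melanotan II plus saturating MCL0020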
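Material: human MC4R-expressing U2OS cells. Probe or stimulus: Melanotan II challenge. Dosing: 6.5 µM single dose. Times: 30-min compound, 1-h challenge, 1-h detection, room temperature. Technique: TR-FRET with Eu-cAMP and labeled anti-cAMP, 671 nm. Replication: singlicate.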
* marks the source's active call; other numbers are inactive results; . = not tested or not shown.

#	structure	ABCB6 inh MLPCN	MC4R barr agon	HTR2A ag	MC4R antagonist	Vif imaging	Cardio protect	CaV13 ICDI inh	aDG glyco up	PDI inh	N-glyco inh
1	CC(C)CN(CC(C)C)c1nnc(NC(=O)Cn2c(=O)oc3ccccc32)s1	96	1.4	6	-1	.	0	-6	0.0	13	1
2	Cc1cccc(NS(=O)(=O)c2nnc(NC(=O)c3cccc(C)c3)s2)c1	103	-1.1	1	-4	1	32	-5	0.8	1	0
3	CCCCCC(=O)NC(Nc1ccc(S(N)(=O)=O)cc1)C(Cl)(Cl)Cl (stereo not drawn)	94	0.0	6	1	1	-15	-4	-0.1	-10	1
4	COc1ccccc1N(CC(=O)Nc1c(C)cccc1C)S(C)(=O)=O	101	0.0	1	7	-2	5	.	-0.2	-2	0
5	COc1ccc(NC(=O)CNS(=O)(=O)c2cccc3nonc23)c(OC)c1	97	0.0	5	0	3	0	-3	0.2	-1	-2
6	COC(OC)c1ccnc(SCc2ccccc2Cl)n1	98	2.9	-2	-5	12	-6	-3	0.0	1	-3
7	O=c1[nH]c2ccc(Br)cc2c(=O)o1	97	-0.6	-3	-2	-4	-3	-5	0.0	17	0
8	Cc1nn(Cc2ccccc2)c2c1C(c1cccc(Cl)c1)C(C#N)=C(N)O2 (stereo not drawn)	105	-1.1	-2	-11	0	-5	.	-0.1	0	-1
9	COc1ccc(-c2nnc(SCC(=O)N3CCCCC3)o2)cc1	99	0.3	7	15	7	7	-3	0.1	-4	2
10	C=CCn1c(SCC(=O)NC(=O)NCc2ccco2)nc2sc(C)c(C)c2c1=O	94	11*	9	-5	1	-5	-6	0.3	0	9

Brought forward from above: two compounds, then new ones.
#	structure	ABCB6 inh MLPCN	MC4R barr agon	HTR2A ag	MC4R antagonist	Vif imaging	Cardio protect	CaV13 ICDI inh	aDG glyco up	PDI inh	N-glyco inh
9	COc1ccc(-c2nnc(SCC(=O)N3CCCCC3)o2)cc1	99	0.3	7	15	7	7	-3	0.1	-4	2
10	C=CCn1c(SCC(=O)NC(=O)NCc2ccco2)nc2sc(C)c(C)c2c1=O	94	11*	9	-5	1	-5	-6	0.3	0	9
11	COc1ccc(OC)c(S(=O)(=O)N2CCCC(C(=O)NCCc3ccccc3)C2)c1 (stereo not drawn)	95	-2.1	-4	8	-7	2	-5	-0.4	2	2
12	CC(C)C(=O)Nc1ccc(NC(=S)NC(=O)c2ccc([N+](=O)[O-])cc2)cc1	99	0.5	-5	8	1	5	-8	0.1	-2	-2
13	CC(=O)c1cc2c(cc1NS(=O)(=O)c1ccccc1Br)OCO2	94	0.3	-2	3	26	3	-7	0.0	-4	-3
14	CN(C)/C=C/c1[nH]c(=O)[nH]c(=O)c1[N+](=O)[O-]	102	-1.2	-3	7	-2	5	-7	0.0	2	0
15	CC[C@]12c3[nH]c4ccccc4c3CCN1C(=O)C(CC(=O)NCC13CC4CC(CC(C4)C1)C3)C[C@@H]2C(=O)N1CCN(C(=O)C2CC2)CC1 (stereo partly drawn)	99	-1.2	0	12	.	-12	-6	0.6	1	9
16	O=C(NCCCCc1ccccc1)c1ccccc1	98	0.4	3	0	-1	1	-4	0.0	-2	-2
17	COc1ccccc1Cn1c(C)c(C(=O)NCc2ccc(C#N)cc2)sc1=O	99	0.0	0	10	-1	-2	3	0.0	-4	-3
18	COc1ccccc1Cn1c(=S)[nH]c2ccc(Br)cc2c1=O	96	1.2	5	6	-2	-4	-4	0.1	-8	2
19	COc1cc(CNc2ccc(CNc3ncn[nH]3)cc2)ccc1OCc1ccccc1	92	-0.9	-5	1	-13	-12	-4	-0.2	-6	-2
20	CN1C(=O)C(C)(C)c2cc(S(=O)(=O)NCc3ccc(Cl)cc3)ccc21	103	-1.5	-2	7	8	-3	-3	0.1	.	1
21	CC(OC(=O)c1ccco1)C(=O)Nc1nc(-c2ccccc2)cs1 (stereo not drawn)	83	-1.5	-3	2	3	-13	-2	0.0	5	-3
22	O=C(Cc1ccc([N+](=O)[O-])cc1)NCCS(=O)(=O)N1CCN(c2ccccc2)CC1	107	-0.1	-1	1	-2	-8	-18	0.0	14	-1
23	Cc1ccc(Cl)cc1NC(=O)c1cc(NC(=O)CCCC(=O)O)ccc1N1CCCCC1	96	-2.2	6	3	5	6	-5	-0.2	-4	-1
24	Cc1ccc(N2CCN(CCCN3C(=O)C4CCCN4C3=O)CC2)cc1 (stereo not drawn)	100	-1.9	-9	5	-9	0	-4	-0.1	0	0
25	O=C(CN1CCN(Cc2ccccc2)CC1)N/N=C/c1ccco1	98	-3.3	-1	2	-4	5	-5	-0.1	-1	1
26	COc1ccc(C(=O)N2CCC(C(=O)Nc3cccc(C)c3)CC2)cc1OC	93	-0.2	-2	-2	-8	4	-9	0.2	-3	1
27	CSC1=N/C(=C/c2cccnc2)C(=O)N1Cc1ccccc1	95	-0.4	0	-12	0	-4	-5	0.3	-3	-3
28	Cc1cccc(-n2c(SCC(=O)N(C)C3CCS(=O)(=O)C3)nc3ccccc3c2=O)c1C (stereo not drawn)	101	-0.9	-7	10	-14	2	-3	-0.1	-10	-2
29	COC(=O)c1ccc(COc2ccc3ccc(=O)oc3c2)o1	102	1.1	-2	-4	25	4	-4	0.0	1	1
30	CC(C1CC1)N(C(=O)c1ccccc1O)c1ccccc1 (stereo not drawn)	97	-0.4	1	7	5	-1	-5	-0.1	-2	-1
31	Nc1c2c(nc3ccccc13)CSCC2	105	-0.2	-5	0	1	7	-4	0.0	9	-1
32	Cc1c(C)n(Cc2ccc(F)cc2)c2ccc(C(=O)NCCCN3CCOCC3)cc12	97	-1.6	-14	-3	-9	1	-6	0.4	1	-9
33	COc1cccc(OCC(=O)NCCS(=O)(=O)N2CCN(c3ccccc3)CC2)c1	102	-1.3	13	1	3	-4	6	0.0	1	1
34	COCc1ccc(CN2CCCCC2C(=O)Nc2ccc(Oc3ccccc3)nc2)o1 (stereo not drawn)	96	-3.9	-2	6	5	5	-6	0.0	10	1
35	C/C(=N\Nc1ncc(Cl)cc1Cl)c1ccccn1	128	-3.4	-7	5	3	-31	.	-0.7	2	-21
36	COc1cc2c(C(=O)N3CCN(C)CC3)c(CSc3ccccc3)n(C)c2cc1Br	100	-2.6	-5	1	2	18	.	-0.1	2	1
37	CC(C)(C)C(=O)NC(=S)NNC(=O)c1sc2ccccc2c1Cl	100	-8.6	2	-5	2	-22	.	1.4	-11	0
38	CNC(=O)CCc1[nH]c2ccccc2c1Sc1ccccc1	98	0.7	-5	2	3	-6	-11	0.0	-5	1
39	CN1CCC(N(C)C(=O)/C(C#N)=C/c2ccccc2)CC1	105	-0.7	1	-1	8	12	-4	0.1	-1	1
40	O=C(O)/C=C/C(=O)Nc1ccc(-c2ccccc2)cc1	99	-0.7	1	-5	1	-1	-14	0.1	-12	0
41	CN(Cc1ccccc1)C(NC(=O)c1ccco1)C(Cl)(Cl)Cl (stereo not drawn)	96	-2.3	-2	8	3	1	-7	-0.1	-9	1
42	O=C(COc1cccc(F)c1)Oc1ccc(C(=O)c2ccccc2)cc1	101	-3.3	0	2	2	9	-3	0.1	-4	0
43	COC(=O)[C@]12CCCCC=C1N(Cc1ccco1)C(=O)[C@H](CC(=O)N1CCN(C(=O)c3ccco3)CC1)C2	101	.	1	.	.	.	-5	0.4	.	.
44	O=C(CCCOc1ccc(Cl)cc1)N1CCOCC1	89	-0.9	0	15	7	3	-4	-0.1	-3	-2
45	Nc1nc2n(n1)C(c1ccccc1Cl)CC(c1ccc(F)cc1)N2 (stereo not drawn)	102	1.7	-1	4	-9	1	-11	0.0	.	3
46	COCCn1c(SCC(=O)Nc2ccc3[nH]c(=O)[nH]c3c2)nc2ccccc21	90	-1.5	0	-1	9	7	-6	0.3	10	-2
47	O=S(=O)(c1ccc(Cl)s1)N1CCCc2cccc(O)c21	94	1.5	-2	-2	-5	-11	-5	0.2	-4	-3
48	COC(=O)c1c(NC(C)=O)sc(Cc2ccccc2)c1C	92	-1.2	-1	4	-13	-1	-5	-0.1	-2	-5
49	Cc1cccc(OCCc2c(C)[nH]c(=S)[nH]c2=O)c1	100	-0.9	2	11	0	-8	-5	-0.4	-5	4
50	Cc1ccc(C)c(NC(=S)NC(NC(=O)Cc2cccc3ccccc23)C(Cl)(Cl)Cl)c1 (stereo not drawn)	109	1.4	3	23	-1	28	.	-0.4	10	74*
51	CCc1nnc(NC(=O)c2cc([N+](=O)[O-])ccc2N2CCOCC2)s1	98	-1.9	3	-7	-11	2	-6	0.0	-2	2
52	O=C(/C=C/c1ccccc1Cl)N(Cc1ccc(Cl)cc1)C1CCS(=O)(=O)C1 (stereo not drawn)	93	-1.7	0	12	-25	-2	-19	0.3	9	-4
53	CCOc1ccc(-n2c(=O)c3sccc3n(CC(=O)Nc3cccc(OC)c3)c2=O)cc1	93	-0.5	2	5	-3	1	-1	-0.1	-2	2
54	COC(=O)C1CCCCN1C(=O)c1cc(COc2cccc3cccnc23)on1 (stereo not drawn)	103	-3.0	8	2	.	8	-2	-0.2	1	.
55	CCC1CN(C(=O)NCc2ccccc2)c2cc(C)ccc2O1 (stereo not drawn)	98	-0.7	-9	2	0	-2	-20	0.0	1	-2
56	O=[N+]([O-])c1ccc(O)c(C=Nc2cccc3ncccc23)c1	103	-3.3	-3	-2	7	-2	-4	-0.2	-4	7
